# Screens deposited in PubChem by The Scripps Research Institute Molecular Screening Center.
# ASAP1 inh: ASAP1 ArfGAP inhibition. inhibition, % at 16.5 µM. AID 624377. Q9ULH1. ASAP1-stimulated ARF1 GTP hydrolysis, GDP FP detection. 360,000 compounds, 0.19% hits; in the data active = inhibition above about 25%;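 note: 0% = vehicle with enzyme and substrate and 100% = no enzyme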
# ADAM17 inh: inhibits human ADAM17. AID 720648. 370,000 compounds, 0.83% hits. inhibition, % at 6.95 µM. recombinant ADAM17, EDANS/DABCYL FRET peptide cleavage. P78536;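 active = inhibition above the mean of compounds lying between control limits plus 3 SD, set per campaign, cut at about 8.5% in these data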;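 note: 0% = DMSO-only wells as the low control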
# ADAM10 inh: inhibitors of human ADAM10; O14672; recombinant ADAM10, EDANS/DABCYL FRET peptide cleavage, 3 h; inhibition, % at 7 µM; 370,000 compounds, 0.62% hits;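 active = inhibition above a per-campaign cutoff equal to the mean of compounds falling between control-based bounds plus 3 SD, cut at about 20% in these data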;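 note: 0% = DMSO wells while the 100% control is not disclosed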
# Target sequence (O14672 214-748 limits assumed): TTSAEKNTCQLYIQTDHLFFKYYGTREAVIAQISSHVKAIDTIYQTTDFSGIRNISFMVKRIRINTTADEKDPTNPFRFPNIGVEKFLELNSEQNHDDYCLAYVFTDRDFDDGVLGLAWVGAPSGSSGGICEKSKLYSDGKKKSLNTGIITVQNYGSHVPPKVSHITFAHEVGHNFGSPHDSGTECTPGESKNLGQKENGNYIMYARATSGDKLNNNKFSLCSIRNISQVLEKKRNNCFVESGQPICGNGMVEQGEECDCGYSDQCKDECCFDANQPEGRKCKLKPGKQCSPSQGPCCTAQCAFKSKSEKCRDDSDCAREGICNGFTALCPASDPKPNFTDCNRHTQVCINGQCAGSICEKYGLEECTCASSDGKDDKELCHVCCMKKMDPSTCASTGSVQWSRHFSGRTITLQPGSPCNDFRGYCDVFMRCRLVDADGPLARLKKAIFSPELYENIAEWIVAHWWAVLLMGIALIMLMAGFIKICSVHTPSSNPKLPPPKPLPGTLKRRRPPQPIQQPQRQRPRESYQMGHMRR
# PLC-beta3 inh: PLC-beta3 (human) inhibition, primary screen; Q01970; Purified PLC-beta3, fluorogenic substrate, fluorescence; inhibition, % at 12.2 µM; 370,000 compounds, 0.18% hits; AID 720704; in the data active = inhibition above about 11%;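 note: 0% = median of compound wells on plate and 100% = full blocker control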
# ARFGAP1 inhibitor: inhibits rat ARF GTPase activating protein 1; 360,000 compounds, 0.26% hits; AID 651572; Q62848; Arfgap1-stimulated ARF1 GTP hydrolysis, GDP FP detection; inhibition, % at 16.5 µM;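 active = inhibition above a per-plate limit, mean inhibition of low control wells plus 3 SD, cut at about 25% in these data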;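 note: 0% = DMSO wells with enzyme and 100% = wells lacking Arfgap1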
#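 Material: rat Arfgap1 catalytic domain, aa 1-136; also added: human ARF1(Δ1-17)-GTP substrate; compound dosing: one concentration, 16.5 µM, DMSO 1.26%; incubation: GTP hydrolysis reaction 2 h at 25 °C; measured by: Tracer-displacement fluorescence polarization with EDTA stop, 620/688 nm; evaluation: % inhibition from polarization; repeats: one replicate per compound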
# SIAE inh: blocks human sialic acid acetylesterase | Q9HAT2 | SIAE FP-Rh probe binding, fluorescence polarization | inhibition, % at 9.66 µM | 370,000 compounds, 0.69% hits;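 active = inhibition above a cutoff: mean of compounds within the control limits plus 3 SD of those, cut at about 17% in these data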;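 note: 0% = plate median of compound wells and 100% = probe without SIAE protein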
# Target sequence (Q9HAT2 whole entry, looked up): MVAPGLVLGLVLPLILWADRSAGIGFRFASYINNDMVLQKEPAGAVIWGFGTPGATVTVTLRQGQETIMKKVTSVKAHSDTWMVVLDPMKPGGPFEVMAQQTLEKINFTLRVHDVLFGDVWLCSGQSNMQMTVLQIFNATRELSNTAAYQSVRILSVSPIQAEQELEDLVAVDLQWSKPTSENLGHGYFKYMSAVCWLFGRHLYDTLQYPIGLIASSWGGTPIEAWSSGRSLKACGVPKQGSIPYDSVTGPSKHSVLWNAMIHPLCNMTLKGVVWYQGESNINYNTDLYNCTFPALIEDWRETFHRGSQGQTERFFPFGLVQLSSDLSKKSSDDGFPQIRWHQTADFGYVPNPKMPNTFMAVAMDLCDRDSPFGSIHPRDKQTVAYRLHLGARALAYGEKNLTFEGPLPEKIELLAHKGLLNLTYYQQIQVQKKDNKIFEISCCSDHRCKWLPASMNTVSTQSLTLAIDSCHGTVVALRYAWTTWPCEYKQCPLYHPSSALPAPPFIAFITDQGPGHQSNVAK
# TDP2 inh: blocks human TDP2 phosphodiesterase activity | recombinant TDP2, T5PNP hydrolysis, p-nitrophenol absorbance 415 nm | O95551 | 370,000 compounds, 0.34% hits | inhibition, % at 12.8 µM | AID 720702;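 active = inhibition above the mean of all tested compounds plus 3 SD, set per campaign, cut at about 25% in these data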;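 note: 0% = DMSO with enzyme and 100% = buffer with substrate but no TDP2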
#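 System – recombinant human TDP2 · Amount – 120 nM TDP2 per well · Buffer or medium – Mg2+-containing Tris-HCl buffer, pH 7.5 · Reagent – T5PNP substrate, 5 mM · Dosing – 12.8 µM single point, 1% DMSO · Incubation – 2 h at 37 °C · Measured by – epi absorbance · Read-out basis – percent inhibition · Benchmarks – high control without enzyme, low control DMSO plus TDP2 · Repeats – singlicate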
# PLC-gamma1 inh: blocks human PLC-gamma1 enzyme activity; purified PLC-gamma1, fluorogenic substrate, fluorescence; inhibition, % at 12.2 µM; 370,000 compounds, 0.84% hits; in the data active = inhibition above about 9.5%
# Tn7 DDE FP: inhibitors of Tn7 peptide binding to human fibrin DD(E). FP displacement of FITC-Tn7 peptide from fibrin DD(E); 0% = median of compound wells per plate. inhibition, % at 8.3 µM. 370,000 compounds, 0.13% hits. AID 720508;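 active = inhibition above the mean of compounds falling within the control limits plus 3 SD of them, cut at about 14% in these data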;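 note: 0% = plate median of compound wells and 100% = 10 µM Aha-Tn7 peptide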
#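 Assay system: Human fibrin DD(E) protein | Medium: Tris buffer with calcium and detergent, pH 7.8 | Reagent: 0.1 µM fluorescent Tn7 | Compound dosing: Single point at 8.3 µM | Times: 10 min preincubation, 3 h with tracer, room temperature | Detection: Fluorescence polarization of the labelled Tn7 tracer | Controls: Aha-Tn7 high control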
# DDE Tn6 FP inh: DD(E)-Tn6 binding inhibition, primary FP screen; Fibrin DD(E) TRITC-Tn6 fluorescence polarization displacement; 370,000 compounds, 0.21% hits; P02675; inhibition, % at 8.3 µM; AID 720509;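 active = inhibition above a per-campaign cutoff: mean of compounds within control limits plus 3 SD, cut at about 15% in these data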;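 note: 0% = median of all compound wells on the plate and 100% = blocking peptide control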
# The depositor's hits bear a star; & = joins results of further samples.
# The line under a structure holds: ADAM17 inh	DDE Tn6 FP inh	ARFGAP1 inhibitor	Tn7 DDE FP	PLC-gamma1 inh	ASAP1 inh	SIAE inh	PLC-beta3 inh	ADAM10 inh	TDP2 inh
CC(=O)c1sc2nc(-c3ccccc3)cc(C)c2c1N
  0	-6	-2	-4	-15	4	-4	-8	9	-8
CCOC(=O)c1cnc(SC2CC(=O)N(c3cccc(OC)c3)C2=O)nc1N (stereo not drawn)
  -4	2	3	3	-2	-3	-3	1	13	7
Cc1cccc(N2CCN(C(=O)c3ccccc3NC(=O)C3CC=CCC3C(=O)O)CC2)c1 (stereo not drawn)
  2	-1	10	-8	2	15	-8	-4	0	-14
Cc1ccc(C(=O)O)cc1NC(=S)NC(=O)Cc1ccccc1
  -6	7	4	1	2	-1	-3	4	0	-5
Cc1ccc(S(=O)(=O)N2CCOCC2)cc1NC(=O)CSc1nc2ccccc2c(=O)n1Cc1ccccc1
  -1	7	-6	-2	-3	10	-6	0	-5	-9
COc1cccc(NC(=O)CSc2ccccn2)c1
  -5	9	2	5	-2	-9	-1	0	4	8
C[C@]12c3[nH]c4cc(-c5ccco5)ccc4c3CCN1C(=O)[C@@H](CC(=O)NCCN1CCOCC1)C[C@@H]2C(=O)N1CCOCC1
  -64	-2	0	4	-166	1	5	-213	-247	6
CC1(C)CC(=O)C(C=Nc2cccnc2/N=C/C2=C(O)CC(C)(C)CC2=O)=C(O)C1
  -18	0	2	6	-141	-2	3	-157	-52	11
O=C(Nc1cc(Cl)cc(Cl)c1)C(NCCO)c1ccccc1 (stereo not drawn)
  -5	12	-14	6	3	-13	6	4	-4	24
Cc1noc(C)c1COc1ccccc1C(=O)NC(C)c1ccc(F)cc1 (stereo not drawn)
  -2	-4	5	-5	1	6	-5	-4	-3	-2
COc1ccc(-c2nc(SCC(=O)N(CC(C)C)c3c(N)n(Cc4ccccc4)c(=O)[nH]c3=O)n[nH]2)cc1
  2	-5	10	0	3	9	5	-3	-13	5
CSCCC(NC(=O)COc1ccccc1)C(=O)NC1CCC(C)CC1 (stereo not drawn)
  4	-5	7	-4	3	-7	-6	-2	8	-9
COC(=O)Nc1ccc(S(=O)(=O)N2CCC(C(=O)NCc3ccc4c(c3)OCO4)CC2)cc1
  -3	-3	7	-2	1	0	7	1	-16	1
Cc1ccc(CNC(=O)Cn2cnc(S(=O)(=O)N3CCCCC3)c2)o1
  1	1	-8	5	7	-2	1	-4	16	-3
C/C(Cl)=C\Cn1c(N2CCCCCC2)nc2c1c(=O)n(C)c(=O)n2C
  4	-1	-1	5	4	19	2	5	0	-11
CCOc1ccc(-n2c(SCC)nc3c(c2=O)SCC3)cc1
  -1	1	2	6	-1	-12	6	1	-5	7
CCCCCC(=O)c1ccc(O)cc1O
  -7	3	-13	-1	-9	1	-4	-16	-9	-9
Cc1nn(CC(=O)NCc2ccccc2)c(=O)c2cccn12
  -7	0	6	2	1	-16	4	-11	-7	10
Cn1c(CC(=O)Nc2ccccc2)nnc1SCCOc1ccccc1
  -5	-5	17	4	0	5	4	-1	6	-1
CCN(CC)C(=O)c1sc2nc(Cc3ccccc3)[nH]c(=O)c2c1C
  -9	1	3	-2	-19	5	-6	-45	-12	4
COc1ccccc1NCCC(=O)OCC(=O)NC1CC1
  -3	4	-7	-1	2	-7	1	5	5	-10
Cc1nc(N)nc(N)c1CCCc1ccc(Cl)c(Cl)c1
  -6	-3	6	4	-3	-12	3	-10	-14	-5
CN(C)C1=NCCN1CCC1CCCC1
  -2	10	4	-2	2	-5	-10	4	-6	10
COc1cc(NC(=O)COC(=O)c2n[nH]c3ccccc23)c(C)cc1[N+](=O)[O-]
  4	2	-5	-11	4	10	-9	1	7	-13
O=C(Nc1ncccc1O)c1ccc2ccccc2c1
  2	-3	7	-6	-2	13	0	-2	-2	4
N#CC1(NC(=O)CSc2nnc3n2CCCCC3)CCCCC1
  -3	6	3	11	1	-13	2	-1	-3	11
CN(C/C=C/C#CC(C)(C)C)Cc1cccc2ccccc12
  -4	-3	2	-2	0	12	7	-8	-14	-1
Oc1c(C(c2ccccc2)N2CCN(Cc3ccccc3)CC2)sc2ncnn12 (stereo not drawn)
  -7	4	7	5	0	4	0	-2	-11	1
CCn1nc(C(=O)NCC2COc3ccccc3O2)c2ccccc2c1=O (stereo not drawn)
  -2	8	-3	-5	-2	10	-5	-7	3	9
Oc1ccc(-c2csc(Nc3cccc4ccccc34)n2)cc1O
  -19	-1	11	3	-17	21	26*	-30	-34	-7
O=C(N/C(=C/c1cccc([N+](=O)[O-])c1)C(=O)N1CCCCC1)c1cccs1
  0	5	2	-1	2	-7	7	5	2	-4
CCN1C(=NCCc2ccccn2)N[C@@H](c2cccc(C(F)(F)F)c2)C(C(=O)OC)=C1C
  -3	2	4	3	-5	-2	13	0	5	-2
O=C(COC(=O)c1cccs1)Nc1ccccc1[N+](=O)[O-]
  3	2	1	-1	1	-2	-5	4	-4	0
CCC1(CC)NC(=O)N(CC(=O)N2N=C(c3ccc(Cl)cc3)CC2c2ccco2)C1=O (stereo not drawn)
  0	-1	-2	2	0	1	-10	-3	2	-10
CN=C1CC(C)(C)CC(=O)/C1=C(/O)CCCN1C(=O)c2ccccc2C1=O
  -6	-12	-1	3	0	-3	0	-5	-4	5
O=C(Nc1cccc(F)c1)N(Cc1ccc(Cl)cc1)CC(O)C(F)(F)F (stereo not drawn)
  9.9*	4	7	-6	6	10	3	4	9	-1
Cc1c(C(=O)NC(C(C)C)C(C)C)cccc1[N+](=O)[O-]
  0	-12	-1	0	3	-3	-2	2	1	13
N#Cc1ccccc1S(=O)(=O)N1CCN(C(=O)CN(Cc2ccco2)Cc2cccs2)CC1
  0	-6	-1	5	-1	-14	-6	3	-1	9
C(=N\NC(=Nc1ccccc1)c1ccccn1)/c1ccccn1
  -6	-2	9	0	-5	-16	2	-4	-5	4
COc1ccc(NC(=O)c2cc(-c3cc(C)cs3)[nH]n2)cc1OC
  2	-4	5	2	1	8	-4	-1	2	-10
Cc1ccc(C(=O)Nc2ccsc2C(=O)O)cc1
  -3	2	9	4	-2	7	-2	-5	3	9
COc1cc(C(O)c2nc3ccccc3s2)cc(OC)c1OC (stereo not drawn)
  -3	0	-11	-1	-2	3	1	-8	-7	-2
COc1ccc(NC(=O)c2ccco2)cc1NC(=O)c1ccc(Br)o1
  1	-3	-7	2	-1	-2	4	-1	-1	-5
COc1ccc(C(CNC(=O)c2cccc(NS(=O)(=O)c3ccccc3)c2)N2CCCC2)cc1 (stereo not drawn)
  3	0	-3	3	1	8	5	-3	-3	-5
CC(C)c1ccc(SCc2noc(C(=O)NCC3CCCO3)c2C(=O)O)cc1 (stereo not drawn)
  -1	9	-14	6	-5	-3	-1	-4	5	5
COc1ccc(NC(=O)CCNC(=O)c2ccccc2Cl)cc1OC
  -3	-4	4	7	3	9	1	-4	-9	1
O=C(Nc1ccccc1Cl)c1sccc1-c1ccccc1
  6	-3	-13	-4	1	13	0	-7	-2	-2
CC1=C(OC(=O)c2ccccc2)C(C)(C)C(c2ccc(Br)cc2)OC1=O (stereo not drawn)
  0	-1	-10	-3	1	12	6	3	4	-5
COc1ccccc1CCNC(=O)c1ccoc1C
  -1	4	-1	10	-1	-11	-2	0	11	1
Cc1ccccc1CNC(=O)c1ccc2sc([C@H]3C[C@H](O)[C@@H](CO)O3)nc2c1
  -4	-2	1	-2	-1	2	1	1	-8	-9
O=C(COC(=O)/C=C/c1cccc(Cl)c1)NCCC1=CCCCC1
  0	-4	-3	-1	1	-2	-1	3	3	3
COc1ccc(C#Cc2ccc3c(c2)O[C@H](CN(C)C(C)=O)[C@H](C)CN([C@@H](C)CO)S3(=O)=O)cc1
  -42	7	9	3	-153	-13	5	-186	-171	-1
CCN(CC)C(=O)c1sc(NC(=O)c2cccnc2)c(C(=O)OC)c1C
  -3	-1	-1	-1	4	2	-4	-9	0	-2
CCCCn1c(N)c(N(CC)C(=O)C(c2ccccc2)c2ccccc2)c(=O)[nH]c1=O
  -3	2	4	3	3	-5	1	-5	-6	-1
Cc1cc(SC(C)C(=O)NCC(=O)Nc2ccc(F)c(F)c2F)nc2ccccc12 (stereo not drawn)
  1	6	13	-2	4	-2	-1	1	5	4
CC(=O)c1sc(NC(=O)c2cc3c(C)nn(-c4ccccc4)c3s2)nc1C
  -4	0	0	0	2	-2	9	5	-3	3
O=C(Cn1cncn1)NCc1ccc(Cl)cc1
  0	2	-1	0	1	-1	4	1	3	-5
CC1CCCN(CCCNC(=O)C2CCN(S(=O)(=O)N3CCC4(CC3)OCCO4)CC2)C1 (stereo not drawn)
  -6	-2	-9	-1	-1	-3	2	-11	-5	9
C/C(=N\N(c1ccccc1)c1ccccc1)c1ccc(O)cc1
  3	1	13	-4	-2	6	10	-9	11	1
CCN1C(=O)[C@H]2[C@@H](c3ccc(C(F)(F)F)cc3)N[C@]3(CCCN(CC4CCCCC4)C3=O)[C@H]2C1=O
  4	-1	-3	5	2	8	6	4	0	-3

# Later entries:
# The line under a structure holds: ADAM17 inh	DDE Tn6 FP inh	ARFGAP1 inhibitor	Tn7 DDE FP	PLC-gamma1 inh	ASAP1 inh	SIAE inh	PLC-beta3 inh	ADAM10 inh	TDP2 inh
Cc1cc(=O)[nH]c(SCC(=O)Nc2ccc(Br)cc2)c1C#N
  -1	4	6	-1	-7	-5	-12	-10	-11	1
O=C(Nc1cccc2c1CCCC2)C1CCN(c2nnnn2-c2ccccc2)CC1
  -3	2	14	-7	-3	10	-4	-2	-8	0
CCc1cccc(NC(=S)N(CCCOC(C)C)C2CCN(C(C)=O)CC2)c1
  -3	2	10	1	5	10	0	-3	-7	-3
CC(=O)/C=C(/C)NC(Cc1c[nH]c2ccccc12)C(=O)O (stereo not drawn)
  -2&1	5&2	-4&2	-4&-10	-6&7	3&3	11&-1	-3&-3	-8&3	1&-13
N#Cc1ccc(S(=O)(=O)NC(=O)[C@H]2O[C@@H](n3ccc(=O)[nH]c3=O)[C@H](O)[C@@H]2O)cc1
  3	2	5	-1	7	0	-11	8	-5	-13
CCCn1nnnc1SCC(=O)N1CCCc2ccccc21
  -5	-3	8	1	0	-6	-4	3	-3	5
